D2 ag – activates the human D2 dopamine receptor. P14416. HEK293 T-REx D2 cells, calcium flux agonist mode. activation, % at 2 µM. hit rate 0.53% among 340,000;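 active means activation over 3 SD above normal in the single-dose calcium agonist read, cut at about 30% in these data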; further: 0% is about no effect
Target sequence (P14416 whole entry, looked up): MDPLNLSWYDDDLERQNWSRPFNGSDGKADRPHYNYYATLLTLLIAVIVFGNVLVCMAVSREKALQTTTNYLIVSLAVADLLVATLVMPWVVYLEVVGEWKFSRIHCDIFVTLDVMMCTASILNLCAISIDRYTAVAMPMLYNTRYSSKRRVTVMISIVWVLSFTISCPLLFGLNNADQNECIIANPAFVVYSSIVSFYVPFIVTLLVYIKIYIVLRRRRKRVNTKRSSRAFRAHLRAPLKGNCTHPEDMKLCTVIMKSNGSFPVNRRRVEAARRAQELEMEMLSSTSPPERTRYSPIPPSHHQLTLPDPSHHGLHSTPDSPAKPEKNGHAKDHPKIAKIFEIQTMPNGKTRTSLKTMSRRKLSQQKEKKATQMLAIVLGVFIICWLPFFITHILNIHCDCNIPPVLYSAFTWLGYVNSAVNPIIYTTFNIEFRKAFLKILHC
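Agonism is scored from calcium flux in a force-coupled, inducible HEK293 cell line expressing D2, read kinetically for 180 s after compound addition against dopamine controls.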
D1 agonist – activates the human D1 dopamine receptor | P21728 | HEK293 T-REx D1 cells, calcium flux, agonist mode | activation, % at 2 µM | hit rate 1% among 360,000 | AID 504660; further: 0% is about no effect
Target sequence (P21728 whole entry, looked up): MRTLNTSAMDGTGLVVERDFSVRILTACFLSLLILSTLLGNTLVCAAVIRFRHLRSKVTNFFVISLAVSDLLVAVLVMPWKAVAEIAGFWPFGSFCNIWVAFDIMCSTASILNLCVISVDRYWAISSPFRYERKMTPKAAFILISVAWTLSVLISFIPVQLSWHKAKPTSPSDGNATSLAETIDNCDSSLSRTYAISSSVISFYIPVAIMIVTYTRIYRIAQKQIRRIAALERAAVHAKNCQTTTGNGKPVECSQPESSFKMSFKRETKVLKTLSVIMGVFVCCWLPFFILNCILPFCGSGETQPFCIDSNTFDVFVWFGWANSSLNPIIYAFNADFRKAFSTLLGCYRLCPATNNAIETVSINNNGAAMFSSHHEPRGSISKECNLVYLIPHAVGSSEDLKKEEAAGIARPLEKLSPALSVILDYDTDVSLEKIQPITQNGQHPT
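Inducible HEK293 T-REx D1 cells, force-coupled to calcium signalling, were plated at 4000 cells/well with tetracycline and held overnight at 30 C. After no-wash calcium dye loading, compound-evoked calcium rise over 180 s flagged agonists.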
TRHR ag – activates the human TRH receptor. P34981. TRHR cells, calcium flux fluo-8, FDSS agonist mode. activation, % at 2 µM. hit rate 0.18% among 360,000; further: 0% is about no effect
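Fluo-8-loaded TRHR cells; 10 s baseline, compound added, kinetic Ca2+ fluorescence read 1/s, agonist mode.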
D2 antagonist – D2 dopamine receptor (human) antagonism. HEK293 TREx D2 cells, calcium flux, dopamine EC80. inhibition, % at 10 µM. hit rate 2% among 340,000. AID 485344; in the data active means inhibition above about 30%; further: 0% is about no effect
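Calcium mobilization kinetics were recorded at 1 s intervals in tetracycline-induced HEK293 T-REx D2 cells, first for 180 s after compound addition and then 180 s after EC80 dopamine.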
D1 PAM – human D1 dopamine receptor positive modulation. HEK293 TREx D1 cells, calcium flux, dopamine EC20 potentiation. AID 504651. hit rate 0.036% among 360,000. potentiation, % at 10 µM. P21728; in the data active means potentiation above about 30%; further: 0% is about no effect
RXFP1 antagonist – RXFP1 (human) relaxin receptor antagonism; Q9HBX9; HEK293-RXFP1, relaxin-stimulated cAMP HTRF, 30 min; active compounds read low; activity change, negative = inhibition, % at 57.5 µM; hit rate 0.59% among 350,000;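 active means activity change of -60% or lower, but not beyond a set lower limit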; further: on the % scale 0 is the no-effect control and ±100 the full control effect
D2 PAM – positively modulates the human D2 dopamine receptor allosterically; hit rate 0.34% among 340,000; AID 485347; P14416; HEK293 T-REx D2, calcium flux, EC20 dopamine potentiation; potentiation, % at 10 µM;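 active means potentiation over 3 SD above the plate norm, cut at about 30% in these data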; further: 0% is about no effect
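Tetracycline-induced HEK293 T-REx cells force-coupled to calcium signalling expressed D2; compounds were pin-added after a 10 s baseline, read kinetically 180 s, then an EC20 dopamine challenge followed with a further 180 s calcium read.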
D1 antag – antagonists of human D1 dopamine receptor; P21728; activity change, negative = inhibition, % at 10 µM; HEK293 TREx D1 cells, calcium flux, dopamine EC80; active compounds read low; hit rate 3.2% among 360,000; in the data active means activity change below about -30%; further: on the % scale 0 is the no-effect control and ±100 the full control effect
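HEK293 T-REx cells expressing inducible, force-coupled D1 receptor; no-wash Ca dye, 30–90 min RT. Cmpd → 180 s read at 1 Hz → EC80 DA → 180 s read.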
TRHR PAM – TRH receptor (human) allosteric enhancement. TRHR cells, fluo-8 calcium fluorescence, EC20 TRH enhancement. enhancement, % at 2 µM. hit rate 0.66% among 360,000; in the data active means enhancement above about 30%; further: 0% is about no effect
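TRHR-expressing cells loaded with fluo-8 calcium dye were read kinetically (ex 480/em 530) during compound addition, then stimulated with an EC20 of TRH (10 nM final). Enhancement of the Gq-mediated intracellular calcium response was scored.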
An asterisk follows results filed as active; . = not tested or not shown. Unless noted, no stated cut-off is given here; in the data, active means activation above about 30%; inactive means the rest.

Results follow in this order: D2 ag, D1 agonist, TRHR ag, D2 antagonist, D1 PAM, RXFP1 antagonist, D2 PAM, D1 antag, TRHR PAM
1) CCN1CCN(c2cc(=O)n(C3CCCCC3)c(=O)[nH]2)CC1
 : 0.4, 1, 0.0, 7, -3, 6, -1, -9, 34*
2) Cc1ccc(N2C(=O)C(CC(=O)Nc3ccc(F)cc3)N(CCC3=CCCCC3)C2=O)cc1 (stereo not drawn)
 : 0.0, 1, 1.5, ., 0, ., -21, -2, 3
3) COc1ccccc1Cn1c(=S)[nH]c2ccc(Br)cc2c1=O
 : 0.4, 0, 0.1, -7, -3, -11, 6, 1, -6
4) O=C(CN1CCC(NC(=O)c2ccco2)CC1)Nc1cccc2ccccc12
 : 0.6, 0, -0.3, -29, -8, -11, -11, -20, 8
5) CCOc1ccc(CN2C(=O)C(=O)c3cccc(C)c32)cc1OC
 : -1.0, 20, -2.0, ., -2, 5, -7, 0, 0
6) CN(CC(=O)Nc1cccc(F)c1)C(=O)CN1c2cccc3cccc(c23)S1(=O)=O
 : 0.1, 0, -0.1, -20, 1, -11, -18, 12, -11
7) C=CCN(c1ccccc1)S(=O)(=O)c1cccc(C(=O)NCC(c2ccccc2OC)N2CCCC2)c1 (stereo not drawn)
 : -1.6, 2, 0.1, -14, 3, -3, -16, -2, 5
8) COc1ccccc1N1CCN(C(=O)c2ccccc2Oc2ccccc2)CC1
 : 0.4, 14, -1.5, 4, -11, -1, -1, -1, 11
9) COc1ccc(NC2=C(C(C)=O)C(c3ccccc3)C(C(C)=O)C(C)(O)C2)cc1 (stereo not drawn)
 : 0.0, 4, 0.7, 5, -1, 3, 4, -4, 0
10) COc1ccc(CCN(C)c2ncnc3sccc23)cc1OC
 : 2.2, 3, -0.5, -4, 0, -3, 7, -9, 4
11) COc1cccc(C(=O)NNC(=O)Cc2csc(N)n2)c1
 : 0.3, -2, 0.1, 14, 3, -3, 6, 2, 0
12) CCc1ccc2c(CN(CC)Cc3nc4ccccc4c(=O)[nH]3)cc(=O)oc2c1
 : 0.6, 0, 0.8, -6, 9, 6, -6, 0, -5
13) CN(C)CCCNc1ccc(-c2nn(C)c(=O)c3ccccc23)cc1[N+](=O)[O-]
 : 1.3, -1, 0.8, 0, -6, -15, -1, ., 9
14) O=c1[nH]n(-c2ccccc2)c(=O)c2ccccc12
 : 7.2, 0, 0.1, 5, 2, ., 5, 5, -2
15) CCOc1cc(/C=N/O)ccc1OCC(=O)Nc1cccc(C)c1
 : -0.8, 21, -1.0, 7, -4, -8, 3, -17, 13
16) CCOC(=O)c1csc(NC(=O)c2ccc(C#N)cc2)n1
 : -0.4, 3, 0.5, 5, -4, 2, -3, -20, -3
17) CN(/N=C/c1ccco1)C1=NS(=O)(=O)c2ccccc21
 : 0.6, -2, 0.3, 0, 0, 7, 2, -23, 8
18) CC(C)(C)OC(=O)N1CCC(CC2CC(c3cccc(Br)c3)=NO2)(C(=O)O)CC1 (stereo not drawn)
 : -0.1, 5, 0.0, -1, -6, ., -3, -4, -4
19) CSc1ccc(CCNC(=O)CCn2c(=O)c3cccn3c3ccc(F)cc32)cc1
 : -0.5, 2, -0.2, ., -4, -9, -8, 18, 14
20) Cc1cccc(Nc2nnc(C)c(=O)n2N)c1
 : -0.8, 3, -0.2, 9, 6, -1, 10, 2, 11
21) O=C(CCNS(=O)(=O)c1ccccc1C(F)(F)F)N1CCN(S(=O)(=O)c2cccc(F)c2)CC1
 : -0.7, -2, -0.4, 20, -2, -1, -10, -4, 9
22) N#CC(c1ccccc1)c1ccc(=O)[nH]n1 (stereo not drawn)
 : -0.6, 3, -0.3, 7, 1, -1, -1, 5, 8
23) Cc1ccccc1Cn1c(=O)n(-c2ccc(Cl)cc2)c(=O)c2c3c(sc21)CCCC3
 : 0.8, 0, 0.4, ., 2, ., 8, 10, 7
24) CN1CCN(CC(=O)Nc2cc(N(C)C)nc3ccccc23)CC1
 : 5.9, 3, 0.2, 5, -9, -9, -3, -31*, -2
25) Cc1oc2ncnc(N3CCOCC3)c2c1C(=O)NCc1ccc(Cl)cc1
 : -0.1, 1, -0.8, ., 0, 0, -6, 11, 16
26) NNc1nc(-c2ccccc2Cl)nc2ccccc12
 : 0.1, 1, 0.4, -18, -2, 3, 4, -7, 3
27) CCOC(=O)Cn1c(=O)oc2cc(S(=O)(=O)N3CCN(C(=O)OCC)CC3)ccc21
 : 0.6, 2, 0.2, 12, -7, 25, 0, 1, 1
28) CS(=O)(=O)Nc1ccc2c(c1)OCC(=O)N2Cc1ccccc1
 : -0.9, 6, -0.5, -7, -6, -1, 7, 2, -4
29) O=C(/C=C/c1cccc(OCc2ccccc2)c1)c1cccnc1
 : -0.8, 9, -0.3, 0, -7, -31, 16, -37*, -10
30) Cc1c(CN2CCN(c3cccc(C(F)(F)F)c3)CC2)c(=O)n(-c2ccccc2)n1C
 : 1.2, 4, 0.2, 22, -9, 7, -21, -7, 1

Exported as a markdown table: 5 of the compounds above.
| entry | molecule | D2 ag | D1 agonist | TRHR ag | D2 antagonist | D1 PAM | RXFP1 antagonist | D2 PAM | D1 antag | TRHR PAM |
| --- | --- | --- | --- | --- | --- | --- | --- | --- | --- | --- |
| 23 | Cc1ccccc1Cn1c(=O)n(-c2ccc(Cl)cc2)c(=O)c2c3c(sc21)CCCC3 | 0.8 | 0 | 0.4 | . | 2 | . | 8 | 10 | 7 |
| 24 | CN1CCN(CC(=O)Nc2cc(N(C)C)nc3ccccc23)CC1 | 5.9 | 3 | 0.2 | 5 | -9 | -9 | -3 | -31* | -2 |
| 25 | Cc1oc2ncnc(N3CCOCC3)c2c1C(=O)NCc1ccc(Cl)cc1 | -0.1 | 1 | -0.8 | . | 0 | 0 | -6 | 11 | 16 |
| 26 | NNc1nc(-c2ccccc2Cl)nc2ccccc12 | 0.1 | 1 | 0.4 | -18 | -2 | 3 | 4 | -7 | 3 |
| 27 | CCOC(=O)Cn1c(=O)oc2cc(S(=O)(=O)N3CCN(C(=O)OCC)CC3)ccc21 | 0.6 | 2 | 0.2 | 12 | -7 | 25 | 0 | 1 | 1 |

Compound profiles, as listed above:
N#CC(c1ccccc1)c1ccc(=O)[nH]n1 (stereo not drawn) is entered as D2 ag = -0.6; D1 agonist = 3; TRHR ag = -0.3; D2 antagonist = 7; D1 PAM = 1; RXFP1 antagonist = -1; D2 PAM = -1; D1 antag = 5; TRHR PAM = 8
CN(CC(=O)Nc1cccc(F)c1)C(=O)CN1c2cccc3cccc(c23)S1(=O)=O is entered as D2 ag = 0.1; D1 agonist = 0; TRHR ag = -0.1; D2 antagonist = -20; D1 PAM = 1; RXFP1 antagonist = -11; D2 PAM = -18; D1 antag = 12; TRHR PAM = -11

(continued)
Results follow in this order: D2 ag, D1 agonist, TRHR ag, D2 antagonist, D1 PAM, RXFP1 antagonist, D2 PAM, D1 antag, TRHR PAM
31) Cn1nc(C(C)(C)C)c(NC(=O)c2ccc(F)cc2)c1C(C)(C)C
 : 1.1, 1, -1.3, -5, 6, -12, -12, 9, -3
32) Cc1cccc(-c2nc(CS(=O)CC(=O)N3CCc4ccccc4C3)c(C)o2)c1 (stereo not drawn)
 : -1.0, 0, -0.7, 4, -6, -14, -3, 1, -2
33) Cc1ccc2oc(=O)c3cnn(CC(=O)NC4CCCCC4C)c3c2c1 (stereo not drawn)
 : -1.6, -2, 3.9, -13, ., ., -4, -20, -4
34) CC(NC(=S)NC1CCCCC1)C(c1ccccc1)N1CCOCC1 (stereo not drawn)
 : 1.4, 0, 0.1, -2, 9, 27, -1, 12, 3
35) Cc1cc(C)n2nc(CNS(=O)(=O)c3c(F)c(F)c(F)c(F)c3F)nc2n1
 : -0.1, 1, 0.2, 3, 3, -10, 7, -11, 1
36) Cc1cc(C)cc(NC(=S)NCc2ccc(F)cc2)c1
 : 0.3, 12, -0.1, 18, -8, 8, -9, -12, 3
37) CCN(C(=O)CSc1nnnn1C)c1c(N)n(Cc2ccccc2)c(=O)[nH]c1=O
 : 0.7, -1, -0.2, -9, 3, 3, -2, 1, -1
38) COC(=O)c1ccc(NC(=O)c2ccccc2CC[N+](=O)[O-])cc1
 : 0.4, 5, 0.1, -8, -6, -4, 1, -12, 2
39) O=C(NCc1ccc2c(c1)OCO2)C1CCN(S(=O)(=O)c2cccc3nsnc23)CC1
 : 0.5, 0, -0.7, -3, -1, -2, 10, 1, -2
40) O=C(c1cccc(NS(=O)(=O)c2ccccc2)c1)N1CCN(c2ccccc2)CC1
 : 0.1, 1, 0.0, -8, 1, -117*, -2, 0, 12
41) CCc1nnc(NC(=O)CCC(=O)N2CCN(c3ccccn3)CC2)s1
 : 0.3, 3, 0.9, -11, -8, 3, 9, -22, 2
42) COc1ccccc1/C=C/C(=O)OCC(=O)Nc1nnc(-c2ccccc2)o1
 : ., 1, 0.0, ., -4, -7, ., 4, -3
43) O=C(C[n+]1cc(-c2ccc(Cl)cc2)n2c1CCC2)Nc1nc(-c2ccccc2)cs1
 : -0.7, 3, 0.2, -14, -10, -5, -25, -61*, 0
44) CSc1nnc(-c2sc3cc(C(F)(F)F)cnc3c2-c2ccccn2)n1C
 : 0.4, 1, -0.5, 12, 0, -9, 7, 2, -2
45) COC(=O)c1cc(=O)n(Cc2cccs2)c(=NCc2cccs2)s1
 : -0.4, 1, -0.5, 0, 2, 4, -1, 16, -3
46) Cc1ccc(NC(=O)CCNC(=O)c2ccccc2Cl)cc1S(=O)(=O)N(C)C
 : 0.3, -1, 0.1, -2, -3, -18, -2, 6, -5
47) OC(CNCC1COc2ccccc2O1)COCc1cccs1 (stereo not drawn)
 : 0.2, 5, 0.2, 31*, -6, -1, -35, -5, -2
48) CCn1cc2nc(SCc3ccccc3F)n(Cc3ccc(C)cc3)c(=O)c2n1
 : 0.3, 3, 0.2, ., 0, ., 0, 30, -8
49) O=C(Nc1cccnc1N1CCOCC1)c1cc2ccccc2oc1=O
 : 2.0, 4, 0.4, -10, 1, 3, -4, -6, 12
50) Cc1ccc(C(=O)N=c2sccn2C)cc1C
 : 0.0, 0, 3.0, -11, -3, 4, 5, -13, -5

Source: PubChem BioAssay
